JMJD2A Tudor inh: JMJD2A Tudor domain (human) inhibition; O75164; AlphaScreen JMJD2A-Tudor / H3K4me3 peptide binding; Potency, µM (doses to about 114 µM), inactives show at the top dose activity change, negative = inhibition, usual class: inhibitors; hit rate 4.4% among 390,000; further: on the % scale 0 is the no-effect control and ±100 the full control effect; nearly all actives have a fitted effect of over 50% in size
G9a block: blocks human histone lysine methyltransferase G9a; Q96KQ7; hit rate 8.8% among 350,000; Potency, µM (series often up to 102 µM), for the others: at the highest dose activity, negative = inhibition, actives largely listed as inhibitors; AID 504332; G9a H3K9 monomethylation, AlphaScreen, 2 h; further: on the % scale 0 is the no-effect control and ±100 the full control effect; nearly all actives have a fitted effect of over 75% in size
Target sequence (Q96KQ7 913-1193 limits assumed): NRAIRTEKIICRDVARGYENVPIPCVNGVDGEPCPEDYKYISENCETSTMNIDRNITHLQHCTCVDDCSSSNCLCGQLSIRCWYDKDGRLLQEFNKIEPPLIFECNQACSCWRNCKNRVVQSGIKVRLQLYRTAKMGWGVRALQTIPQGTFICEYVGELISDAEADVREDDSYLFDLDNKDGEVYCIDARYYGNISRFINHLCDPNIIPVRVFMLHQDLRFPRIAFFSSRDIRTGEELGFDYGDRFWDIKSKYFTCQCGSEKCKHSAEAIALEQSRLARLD
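G9a (20 nM) was preincubated 15 min with compound, then reacted 2 h at room temperature with 500 nM biotin-H3K9 peptide and 20 µM SAM. Monomethyl-H3K9 detected by AlphaScreen using anti-H3K9me1 antibody.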
BAZ2B block: inhibitors of human BAZ2B bromodomain; Q9UIF8; hit rate 4.4% among 360,000; Potency, µM (doses to about 114 µM), for the others: at the highest dose activity change, negative = inhibition, most hits filed as inhibitors; AlphaScreen BAZ2B-H3K14Ac peptide displacement; AID 504333; further: on the % scale 0 is the no-effect control and ±100 the full control effect; nearly all actives have a fitted effect of over 60% in size
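In this displacement format the biotinylated H3(5-23) peptide acetylated at Lys14 serves as ligand at 50 nM, with BAZ2B at 50 nM in PBS pH 7.4 containing 0.01% Tween-20. Donor and acceptor beads are 10 ug/mL final.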
POLB inh: DNA polymerase beta (human) inhibition; P06746; Pol beta primer extension/strand displacement, fluorescence kinetic; Potency, µM (series often up to 114 µM), without a hit: at the highest dose activity change, negative = inhibition, usual class: inhibitors; hit rate 1.3% among 340,000; further: on the % scale 0 is the no-effect control and ±100 the full control effect
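Pol beta (10 nM) and compounds were preincubated 15 min at room temperature, then 50 nM substrate (final) started primer extension/strand displacement. Reads were taken at 0 and 10 min; concentration-response data were fitted to a four-parameter Hill equation.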
BLM helicase inh: Bloom syndrome helicase (human) inhibition; recombinant BLM DNA unwinding, fluorescence dequenching; Potency, µM (highest dose often 56.1 µM), for inactives: at the highest dose activity change, negative = inhibition, most hits filed as inhibitors; hit rate 0.2% among 350,000; AID 2528;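 further: plate controls were vehicle for no effect and no enzyme for full effect; nearly all actives have a fitted effect of over 35% in size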
POLK inh: DNA polymerase kappa (human) inhibition; AID 588579; Potency, µM (titrated, usually from 107 µM), for the others: at the top dose activity, negative = inhibition, usual class: inhibitors; Q9UBT6; hit rate 0.53% among 400,000; purified Pol kappa, fluorescent DNA synthesis assay, 10 min; further: on the % scale 0 is the no-effect control and ±100 the full control effect
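Enzyme at 10 nM met test compounds for 15 min at room temperature. Substrate addition (50 nM final) began the reaction, which was monitored by fluorescence at 0 and 10 min.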
Pol iota inh: inhibitors of human DNA polymerase iota; Q9UNA4; Pol iota fluorescent replication assay, 10 min; Potency, µM (doses to about 115 µM), for the others: top-dose activity, negative = inhibition, hits mostly inhibitors; hit rate 1% among 390,000; AID 588590
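Pol iota at 10 nM preincubated 15 min with compounds at room temperature; reaction started with fluorescent substrate, 50 nM final. Fluorescence read kinetically at 0 and 10 min; buffer-only wells as negative control.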
Pol eta inh: blocks human DNA polymerase eta activity; hit rate 1.2% among 390,000; AID 588591; Q9Y253; recombinant Pol eta, fluorescent DNA replication assay; Potency, µM (highest dose often 114 µM), for the others: at the top dose activity change, negative = inhibition, hits mostly inhibitors; further: on the % scale 0 is the no-effect control and ±100 the full control effect
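Fluorescent replication assay: 50 nM final substrate added after a 15 min room-temperature compound preincubation with 10 nM enzyme. Signal taken at 0 min and again at 10 min.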
APEX1 inh: APE1 (human) endonuclease inhibition; P27695; recombinant APE1, TAMRA/BHQ-2 abasic DNA cleavage fluorescence; Potency, µM (doses to about 65.8 µM), without a hit: top-dose activity change, negative = inhibition, actives largely listed as inhibitors; hit rate 0.35% among 350,000;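 further: plate controls were vehicle for no effect and reference inhibitor for full effect; nearly all actives have a fitted effect of over 55% in size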
Target sequence (P27695 whole entry, looked up): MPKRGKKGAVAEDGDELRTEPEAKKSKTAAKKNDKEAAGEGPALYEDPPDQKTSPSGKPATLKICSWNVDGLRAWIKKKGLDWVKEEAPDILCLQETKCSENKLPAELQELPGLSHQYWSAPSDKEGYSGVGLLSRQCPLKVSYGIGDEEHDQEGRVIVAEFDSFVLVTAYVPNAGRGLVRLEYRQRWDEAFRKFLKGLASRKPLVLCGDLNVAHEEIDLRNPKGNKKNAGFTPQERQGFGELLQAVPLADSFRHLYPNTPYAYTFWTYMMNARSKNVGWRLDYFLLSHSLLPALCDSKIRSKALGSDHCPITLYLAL
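0.75 nM APE1 + cpd, 15 min RT; start w/ 50 nM TAMRA/BHQ-2 THF-abasic dsDNA; kinetic fluor 525/598 nm ×3 reads @60 s; Δ(read3−read1); normalized to DMSO and NSC13755 control wells.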
Starred values were filed as active, the others as inactive; ? = inconclusive; . = no result given; & = joins results of further samples; [ ] = dose if it differs, or a comment. The call rests on the fitted dose curve; in most records, active means well fitted curve in the direction sought with a large enough effect; inconclusive means small, poorly fitted or top-dose-only effect, or another doubt; inactive means no such curve, though single readings can be large; an effect the other way counts as inactive or inconclusive. Potency means the concentration at half of the fitted maximal effect. Only part of the results is shown; count on the stated rates, not on these rows.

SMILES	JMJD2A Tudor inh	G9a block	BAZ2B block	POLB inh	BLM helicase inh	POLK inh	Pol iota inh	Pol eta inh	APEX1 inh
COc1cc(CNc2ncn[nH]2)cc(Br)c1OC	-27%	-3%	8%	6%	-1%	5%	4%[58.9 µM]	0%	0%
CCCc1nc2oc3ccccc3c(=O)c2c(=O)n1-c1ccc(C)cc1	0%	?	?	-20%	-3%	-4%	-15%	27%	-1%
COc1ccccc1-c1nc(N)n[nH]1	-3%	.	1%	24%	-1%	-4%	43%[activator]	-15%	4%
CCCN1C(=O)C2(c3ccccc31)c1c(oc3ccccc3c1=O)C(=O)N2CCCOC(C)C (stereo unspecified)	-15%	-4%[59 µM]	-3%	19%	-4%	-2%	-4%	-12%	.
COC(=O)C1=C(C)NC(C)=C(C(=O)OCC2CCCO2)C1c1cccc(Cl)c1 (stereo unspecified)	-1%	106%[activator]	15%	-13%	-7%	-8%	14%	-22%	0%
CCn1cc(C(=O)NCc2ccco2)c2cc(OC)c(OC)cc2c1=O	-17%	?	5%	10%	-15%	-3%	34%[activator]	-11%	6%
CCS(=O)(=O)c1cccc(C(=O)N2CCN(c3nc4c(C)ccc(Cl)c4s3)CC2)c1	-29%	-18%[59 µM]	-38%	?	-2%	-10%[60.1 µM]	-1%	-7%	.
COc1ccc(C(=O)N/C(=C\c2ccccc2)C(=O)Nc2ccccc2C(=O)O)cc1	-5%	.	.	.	.	-13%	91%[activator]	-6%	.
COCCCN(Cc1ccco1)C(=O)c1cc2c(s1)-c1ccc(Cl)cc1S(=O)(=O)C2	-10%	13%	-16%	-18%	1%	6%	29%	-9%	23%
CCOC(=O)c1[nH]c2cc(OC)c(OC)cc2c1NC(=O)CN1CCN(C)CC1	.	?	-3%	22%	1%	.	.	.	-6%
CC(=O)N1CCN(C(=O)c2cc(S(=O)(=O)N3CCCCC3)ccc2Cl)CC1	-7%	6%[59 µM]	-4%	.	.	-5%	18%	-24%	7%
O=C(Cc1c[nH]c2ccccc12)N[C@@H](Cc1c[nH]c2ccccc12)C(=O)O	-11%	4%	-1%	14%	1%	-7%	31%[activator]	-21%	11%
CCOc1ccc(Nc2nc(Nc3ccc(O)cc3)nc(C)c2[N+](=O)[O-])cc1	-24%	.	?	?	-10%	-16%	21%	-7%	7%
Cc1ccc(C(=O)NC(Cc2cccc(C(F)(F)F)c2)C(=O)O)cc1 (stereo unspecified)	-19%	.	.	.	.	-18%	-9%	-11%	-15%
Cc1cc(Cl)ccc1OCC(=O)Nc1cccnc1	-2%	6%	-3%	1%	3%	-16%	70%[activator]	3%	20%

Structures shown so far that contain two or more sulfur atoms:
SMILES	JMJD2A Tudor inh	G9a block	BAZ2B block	POLB inh	BLM helicase inh	POLK inh	Pol iota inh	Pol eta inh	APEX1 inh
CCS(=O)(=O)c1cccc(C(=O)N2CCN(c3nc4c(C)ccc(Cl)c4s3)CC2)c1	-29%	-18%[59 µM]	-38%	?	-2%	-10%[60.1 µM]	-1%	-7%	.
COCCCN(Cc1ccco1)C(=O)c1cc2c(s1)-c1ccc(Cl)cc1S(=O)(=O)C2	-10%	13%	-16%	-18%	1%	6%	29%	-9%	23%

A section from further up:
SMILES	JMJD2A Tudor inh	G9a block	BAZ2B block	POLB inh	BLM helicase inh	POLK inh	Pol iota inh	Pol eta inh	APEX1 inh
Cc1ccc(C(=O)NC(Cc2cccc(C(F)(F)F)c2)C(=O)O)cc1 (stereo unspecified)	-19%	.	.	.	.	-18%	-9%	-11%	-15%
Cc1cc(Cl)ccc1OCC(=O)Nc1cccnc1	-2%	6%	-3%	1%	3%	-16%	70%[activator]	3%	20%

Following part:
SMILES	JMJD2A Tudor inh	G9a block	BAZ2B block	POLB inh	BLM helicase inh	POLK inh	Pol iota inh	Pol eta inh	APEX1 inh
CCCCNC(=O)CSc1nc(N)c(C(=O)Nc2ccc(OC)cc2)s1	-14%	.	-8%	4%	-3%	-1%	?	-8%	-3%
CCC(CC)c1nnc(NC(=O)CCc2ccccc2)s1	-10%	21%	12%	24%	-6%	-4%	30%	-18%	-14%
COc1ccccc1OCc1nc(C#N)c(NCCCn2ccnc2)o1	-24%	?	?	-5%	-2%	-17%	?	-4%	-9%
COc1cccc(CNC(=O)Cn2c(SCC(=O)Nc3ccc(F)cc3)nc3ccccc32)c1	-1%	52%[activator][59 µM]	2%	12%	0%	0%[60.1 µM]	-21%	-13%	.
CCCCCCNc1c(C(=O)OCC)c(=O)[nH]c2ccccc12	-12%	-6%	-17%	0%	-1%	-20%	9%	11%	-6%
COc1ccc(CNc2ccnc(-c3ccoc3)n2)c(OC)c1	.	2%[0.501 µM]	.	.	-12%	-4%[60.1 µM]	.	.	1%
O=C(NNC(=O)c1cccs1)c1ccc(F)cc1	-18%	-4%	21%	8%	-4%	-7%	42%[activator]	-15%	-17%
CC(NC(=O)COC(=O)/C(=C/c1cccs1)c1cccs1)c1ccccc1 (stereo unspecified)	-34%	-20%[59 µM]	?	?	-13%	-3%	-25%	-5%	-9%
COc1ccc(NC(=O)C(=O)c2cn(CC(=O)N3CCCC3)c3ccccc23)c(OC)c1	-19%	.	-4%	8%	-6%	-7%	3%	-6%	-4%
CCN(CC)CCn1c2c(c(SCC(=O)Nc3nc4ccccc4s3)nc1=O)CCC2	-23%	?	3%	.	.	-8%	25%	-17%	-7%
CC(C)Oc1ccc(CNCCC2(C(C)C)CCOC(C)(C)C2)cc1 (stereo unspecified)	0%	30%	12%	8%	-1%	1%	2%	-16%	3%
COC(=O)Cn1c(CN2CCN(c3ccccc3F)CC2)nc2c1c(=O)n(C)c(=O)n2C	-1%	.	.	.	.	6%	13%	-14%	.
CCOc1ccc(S(=O)(=O)Nc2ccc3c(c2)CCCN3C(=O)c2cccs2)cc1	-13%	-5%[59 µM]	-28%	-22%	-5%	-2%[60.1 µM]	-16%	-26%	.
CNC(=O)c1c(NC(=O)c2ccc(S(=O)(=O)N3CCCCC3C)cc2)sc2c1CCN(C)C2 (stereo unspecified)	-8%	.	6%	20%	1%	-2%	-3%	-20%	5%
CC1CCCCN1C(=O)CSc1nc(N)cc(=O)[nH]1 (stereo unspecified)	15%	8%[12.7 µM]	6%	34%	-1%	-8%	6%	-12%	16%
COc1ccc(C(=O)n2nc(-c3ccco3)nc2N)cc1	?	18µM*	-10%	25µM*	3%	1%	16%	-4%	6%
COc1ccc(CN2CCN(C(=O)c3ccc(S(=O)(=O)NCc4ccco4)cc3)CC2)cc1F	-23%	-24%	-10%	.	.	-11%	28%	-5%	4%
CCOC(=O)c1nnn(-c2nonc2OC)c1-c1ccccc1	-25%	14%[59 µM]	-2%	?	0%	-21%	12%	2%	-1%
COc1cnn(Cc2ccccc2)c(=O)c1SCc1ccccc1	16%	-5%[59 µM]	6%	-24%	-1%	-4%	45%[activator]	-7%	1%
Cc1onc(-c2c(F)cccc2Cl)c1C(=O)NC(=S)NC1CCSC1=O (stereo unspecified)	-20%	-4%[59 µM]	-1%	-5%	-11%	-23%	9%	-12%	-6%
CCN1CCCC1CNC(=O)c1ccc(N2CCOCC2)c(NS(=O)(=O)c2ccc(OC)cc2)c1 (stereo unspecified)	-17%	50µM*	-16%	30%	-7%	-10%	18%	-18%	1%
O=C(NC(=S)NC(CO)c1ccccc1)c1ccc(F)cc1 (stereo unspecified)	-6%	?	-6%	5%	-3%	20%	16%	-7%	1%
CC(=O)N1CCN(C(=O)c2cc(S(=O)(=O)NCc3ccccc3)ccc2C)CC1	-1%	38%	-2%	-3%	-1%	-11%	18%	-7%	14%
CC1(C)C2CCC1(CS(=O)(=O)NCc1ccc(Cl)cc1Cl)C(=O)C2 (stereo unspecified)	-2%	15%	-2%	-25%	-4%	-20%	69%[activator]	-3%	4%
Cc1cc(C=O)c(C)n1-c1ccc(N2CCCC2)c([N+](=O)[O-])c1	?	?	-35%	-1%	-1%	2%	-2%	-11%	-4%
O=C(NNS(=O)(=O)c1ccc2ccccc2c1)c1cccs1	-13%	20%	-22%	23%	5%	-2%	-3%	-22%	-1%
CS(=O)(=O)N(CC(=O)Nc1ccc(S(=O)(=O)N2CCOCC2)cc1)c1ccccc1Br	-10%	-21%	-24%	6%	-4%	-5%	18%	-11%	-1%
COc1cccc(N2CCN(C(=O)Cn3ncc4c(=O)oc5ccccc5c43)CC2)c1	-27%	7%[59 µM]	-15%	59%	-2%	-2%	36%[activator]	-9%	.
Cc1ccc(Cl)cc1N1CCN(C(=O)C2CCN(S(=O)(=O)c3ccc4c(c3)oc(=O)n4C)CC2)CC1	-1%	0%[59 µM]	2%	12%	0%	-8%[60.1 µM]	-5%	-7%	.
O=S(=O)(Nc1cnc2ccccc2c1)N1CCCCCC1	5%	-2%[59 µM]	6%	-3%	0%	-5%	18%	-20%	1%
COc1ccc(OCc2cc(C(=O)NC(C)c3cnn(C)c3)no2)c(Cl)c1 (stereo unspecified)	-4%	0%	-1%	16%	-1%	-3%	22%	-23%	15%
COc1cccc(N2CCN(CC(=O)Nc3ccnn3C3CCCC3)CC2)c1	-11%	3%[12.7 µM]	10%	.	.	-10%	-4%	7%	2%
COc1ccc(OCCN2C(=O)c3ccccc3C2=O)cc1	0%	1%	6%	-4%	-7%	-2%	87%[activator]	-3%	-2%
CN(C)C(CNC(=O)c1cccc(NS(=O)(=O)c2ccc(Br)cc2)c1)c1ccco1 (stereo unspecified)	-16%	-3%[12.7 µM]	-24%	.	.	-7%	?	-18%	-2%
COc1ccc(C2CC(=O)Oc3cc4c(cc32)OCO4)cc1 (stereo unspecified)	-12%	-7%	.	.	-12%[75.6 µM]	3%&-21%	-21%	-9%	?
CCCc1[nH][nH]c(=O)c1C(c1cccc(Cl)c1)C(C#N)C#N (stereo unspecified)	-29%	79µM*	?	-12%	-3%	-13%	?	-4%	-1%
Cn1/c(=N\NC(=O)C2CCCCC2)sc2ccccc21	-11%	-3%	-16%	99%	-3%	-24%	124%[activator]	0%	5%
COc1ccc(-c2nn(-c3ccccc3)cc2/C=C2/SC(=S)N(Cc3ccco3)C2=O)c(C)c1	?	-46%	-34%	23%	-1%	-14%	13%	-7%	-1%
COC(=O)c1ccccc1S(=O)(=O)NNC(=O)C12CC3CC(CC(C3)C1)C2	1%	.	.	.	.	0%	-20%	-12%	12%
O=C(O)c1cc(S(=O)(=O)Nc2ccc3oc(=O)sc3c2)ccc1O	?	?	?	50µM*	3%	?	?	14µM*	?

Assay outcomes deposited in PubChem BioAssay by National Center for Advancing Translational Sciences (NCATS).
